TGFb SMAD3 inh: qHTS for Inhibitors of TGF-b; 1.2% of 410,000 active; Potency, µM (titrated, usually from 46.1 µM), for inactives: at the top dose activity, negative = inhibition, hits mostly inhibitors; HepG2 CAGA-GFP TGF-b/SMAD3 reporter, GFP fluorescence, 18 h; TGF-beta stimulated, 500 pg/mL final; AID 588855, 2011; further: potency means the concentration at half of the fitted maximal effect; on the % scale 0 is the no-effect control and ±100 the full control effect; nearly all actives have a fitted effect of over 65% in size
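Smad-responsive CAGA-GFP expression was quantified in HEPG2 cells exposed to compounds and 500 pg/mL final TGF-beta for 18 h at 37 degrees C; unstimulated wells defined full inhibition.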
IL-2 act: qHTS of IL-2 Activators. IL-2 activation reporter assay, cell-based qHTS; stimulated with anti-CD3/CD4/CD28 beads; in transgenic mouse T cells. AID 652025, 2013. 0.065% of 360,000 active. activation, % (series mostly up to about 46 µM); in the data active means activation above about 50%; inconclusive means mostly about 30% to 49%; further: 0% is about no effect
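EGFP and DsRed fluorescence is measured by plate cytometry in unstimulated transgenic mouse T cells exposed to compound for 60 minutes, then stimulated 18 hours at 37 degrees C with anti-CD3/anti-CD4 beads plus anti-CD28.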
Nrf2 ARE act: qHTS of Nrf2 Activators; 0.31% of 410,000 active; Potency, µM (top dose mostly 46.1 µM), for inactives: top-dose activation, usual class: activators; AREc32 ARE-luciferase reporter (MCF7-derived line), luminescence, 24 h; AID 624171, 2012; further: potency means the concentration at half of the fitted maximal effect; % of control where 0% means no effect; nearly all actives have a fitted effect of over 65% in size
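Nrf2 activation is followed as ARE-luciferase induction in the AREc32 line after one day of compound treatment; luminescence is read with Steady-Glo.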
EPAC2 ag: qHTS for Agonist of cAMP-regulated guanine nucleotide exchange factor 4 (EPAC2): primary screen; EPAC2 activation, biochemical qHTS; response scale: 100% = 6.5 mM cAMP response; AID 720711, 2013; Potency, µM (titrated, usually from 154 µM), without a hit: at the top dose activation, hits mostly activators; 0.079% of 360,000 active; further: potency means the concentration at half of the fitted maximal effect; nearly all actives have a fitted effect of over 50% in size
Target sequence (Q8WZA2 whole entry, looked up): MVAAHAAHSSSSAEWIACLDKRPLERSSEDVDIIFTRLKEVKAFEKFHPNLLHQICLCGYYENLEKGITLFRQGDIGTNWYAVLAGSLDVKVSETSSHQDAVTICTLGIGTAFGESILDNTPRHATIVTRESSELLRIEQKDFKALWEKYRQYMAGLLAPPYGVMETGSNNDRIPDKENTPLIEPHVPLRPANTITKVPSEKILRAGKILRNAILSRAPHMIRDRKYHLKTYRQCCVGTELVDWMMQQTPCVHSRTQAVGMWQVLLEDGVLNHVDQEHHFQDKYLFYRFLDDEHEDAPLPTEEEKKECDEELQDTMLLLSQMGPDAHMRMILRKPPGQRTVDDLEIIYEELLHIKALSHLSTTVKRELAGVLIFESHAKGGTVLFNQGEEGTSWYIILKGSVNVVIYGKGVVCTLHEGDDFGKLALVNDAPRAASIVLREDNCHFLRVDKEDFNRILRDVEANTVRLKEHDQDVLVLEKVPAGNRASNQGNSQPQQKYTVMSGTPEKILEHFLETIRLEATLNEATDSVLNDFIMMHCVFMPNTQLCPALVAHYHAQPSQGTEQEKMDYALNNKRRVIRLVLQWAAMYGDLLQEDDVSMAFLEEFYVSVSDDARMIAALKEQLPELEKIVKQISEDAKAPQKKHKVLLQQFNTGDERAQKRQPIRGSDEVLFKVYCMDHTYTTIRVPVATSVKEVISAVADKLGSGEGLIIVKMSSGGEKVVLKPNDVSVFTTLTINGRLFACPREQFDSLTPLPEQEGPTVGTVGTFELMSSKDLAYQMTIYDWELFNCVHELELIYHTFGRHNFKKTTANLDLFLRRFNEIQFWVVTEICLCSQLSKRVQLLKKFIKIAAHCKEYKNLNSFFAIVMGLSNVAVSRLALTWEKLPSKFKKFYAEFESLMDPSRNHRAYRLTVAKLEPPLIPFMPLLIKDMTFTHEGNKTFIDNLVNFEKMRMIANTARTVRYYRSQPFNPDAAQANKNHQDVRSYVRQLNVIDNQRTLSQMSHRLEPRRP
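Compounds were titrated in qHTS against a Rap1B-BODIPY-GDP (250 nM) complex with EPAC2 (100 nM) and GDP (50 uM). BODIPY-GDP release tracked at 480/540 nm over 30 min at room temperature, normalized to 6.5 mM cAMP.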
Nrf2 block: Nrf2 qHTS screen for inhibitors. A549 ARE-Fluc reporter, luciferase luminescence, 18-24 h. Potency, µM (highest dose often 46 µM), for the others: top-dose activity change, negative = inhibition, hits mostly inhibitors. 2.1% of 360,000 active; further: potency means the concentration at half of the fitted maximal effect; on the % scale 0 is the no-effect control and ±100 the full control effect; nearly all actives have a fitted effect of over 60% in size
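A549 ARE_Fluc cells (5000/well, 5% FBS OPTI-MEM) pre-incubated 2 h, then treated with compounds 18-24 h at 37C/5% CO2 in concentration-response. CellTiter-Fluor viability read first; BugLite luciferase luminescence after 15 min at room temperature gives Nrf2 activity.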
ATXN2 expr inh: Primary qHTS for Inhibitors of ATXN expression; 0.72% of 360,000 active; HEK-293 ATXN2-luciferase reporter, luminescence, 24 h; Potency, µM (titrated, usually from 57 µM), for the others: at the highest dose activity change, negative = inhibition, hits mostly inhibitors; further: potency means the concentration at half of the fitted maximal effect; on the % scale 0 is the no-effect control and ±100 the full control effect; nearly all actives have a fitted effect of over 55% in size
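qHTS (up to 57 uM final) was run with 24 h compound exposure of reporter cells at 37 °C. Each well was multiplexed: SteadyGlo luminescence measured ATXN2-luciferase expression after a fluorogenic Gly-Phe-AFC viability readout (25 uM final).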
ATXN viability: Viability Counterscreen for Primary qHTS for Inhibitors of ATXN expression; S2 cells (HEK-293 line with an ATXN2-luciferase reporter) viability, CellTiter-Fluor protease fluorescence, 24 h; Potency, µM (top dose mostly 56.7 µM), hits mostly cytotoxic; 0.49% of 400,000 active; AID 651635, 2014; further: potency means the concentration at half of the fitted maximal effect; nearly all actives have a fitted effect of over 40% in size
HepG2 tox: qHTS for Inhibitors of TGF-b: Cytotox Counterscreen; HepG2 CAGA-GFP viability, ATP luminescence, 18 h; Potency, µM (highest dose often 46.1 µM), for inactives: at the top dose activity change, negative = cytotoxicity, actives largely listed as cytotoxic; 0.76% of 410,000 active; AID 588856, 2011; further: potency means the concentration at half of the fitted maximal effect; some results filed as inactive show a strong effect at the top dose
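CellTiter-Glo luminescence gave cytotoxicity after 18 hours at 37 degrees C. The cells were HepG2 CAGA-GFP in 1% FBS DMEM, stimulated with 500 pg/mL TGF-beta after compound addition. %Activity was normalised to no-cell wells (complete cell-killing) and DMSO (no toxicity), and curves were fitted and classified.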
A549 viability: Nrf2 qHTS screen for inhibitors: counterscreen for cytotoxicity. Potency, µM (series often up to 46 µM), for inactives: at the top dose activity change, negative = cytotoxicity, actives largely listed as inhibitors. AID 504648, 2011. 0.16% of 390,000 active. A549 ARE-Fluc cells, CellTiter-Fluor viability, 18-24 h; further: potency means the concentration at half of the fitted maximal effect; on the % scale 0 is the no-effect control and ±100 the full control effect
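Cytotoxicity counterscreen: CellTiter-Fluor fluorescence was measured in A549 ARE_Fluc cells after 18-24 h of compound exposure in a concentration series. The subsequent BugLite luminescent read reports ARE-luciferase activity.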
* marks the source's active call; other numbers are inactive results; i = inactive; ? = inconclusive; · = not tested or not shown; & = joins results of further samples; [ ] = another dose, or the depositor's remark. Unless noted, the call rests on the fitted dose curve; in most records, active means well fitted curve in the direction sought with a large enough effect; inconclusive means small, poorly fitted or top-dose-only effect, or another doubt; inactive means no such curve, though single readings can be large; an effect the other way counts as inactive or inconclusive.

SMILES	TGFb SMAD3 inh	IL-2 act	Nrf2 ARE act	EPAC2 ag	Nrf2 block	ATXN2 expr inh	ATXN viability	HepG2 tox	A549 viability
Cc1noc(C)c1COC(=O)c1ccc2c(c1)S(=O)(=O)c1ccccc1C2=O	-1%	-2.7	2.5%	-1%	13%	3%	i	-12%	3%
Cc1ccc(/C=C/C(=O)Nc2ccc([N+](=O)[O-])c(NC(=O)/C=C/c3ccc(C)o3)c2)o1	0%	0.4	?	0%	-3%	-22%	i	-53%	-20%
COc1ccc(Cn2c(=O)[nH]c3cc(C(=O)N4CCN(c5cc(C)ccc5C)CC4)ccc3c2=O)cc1	?	·	-0.4%	·	-10%[9.27 µM]	4%	?	-16%	-2%
Cc1ccc(NC(=O)Cc2ccc(-n3cccc3)cc2)c(C)c1	0%	0.1	0.3%	-11%	3%	-1%	i	-3%	1%
Cc1cccc(NC(=O)CSc2nsc(SCC(=O)Nc3cccc(C)c3)c2C#N)c1	-6%	-0.8	3.1%	6%	-1%	·	i	-18%	-3%
COCCN1C(=O)c2oc3c(C)cc(C)cc3c(=O)c2C1c1cccc(O)c1 (stereo not given)	30%	1.0	0.5%	4%	-31%	-1%	i	-6%	-5%
CCOc1cc(/C=C2/N=C(C)C(C(=O)OC)=C2O)ccc1O	16%	2.0	6.9%	9%	?	·	?	-14%	-10%
CC(=O)c1cccc(NC(=O)CCN2C(=O)C3CC=CCC3C2=O)c1 (stereo not given)	8%	1.0	-0.5%	4%	0%	6%	i	5%	4%
CN1CC2(Cc3cc([N+](=O)[O-])ccc31)C(=O)OC(C)(C)OC2=O	-6%	·	·	·	?	·	·	1%	-13%
CCC(=O)c1ccc(OCC(=O)OCC(=O)Nc2c(C)n(C)n(-c3ccccc3)c2=O)cc1	-5%	1.2	0.2%	3%	3%	2%	i	-2%	-1%
Cc1nnc(SCC(=O)NC2CCC(C)CC2)s1 (stereo not given)	3%	-0.1	0.6%	-3%	-23%	4%	i	6%	3%
O=C(NCC(=O)N1CCN(S(=O)(=O)c2ccccc2F)CC1)c1ccc(Br)o1	0%	0.0	0.6%	14%	4%	-6%	i	-3%	1%
COC(=O)CN1C(=O)C2(C(C#N)=C(N)Oc3ccccc32)C2=C1CC(C)(C)CC2=O (stereo not given)	-19%	-0.5	-0.4%	-3%	2%	-1%	i	5%	-12%
CC1CCN(C(=O)CSc2nnc(Cc3cccn3C)n2-c2ccc(F)cc2)CC1	-10%	-0.7	0.4%	2%	1%	2%	?	-20%	-15%
Cc1ccc(NC(=O)CN2C(=O)CCSc3ccc(S(=O)(=O)N4CCCC4)cc32)cc1	?	-0.7	0.1%&-0.7%	-18%	7%	4%	i	0%&-4%	-1%&-1%
O=C(NCc1ccccc1Cl)c1nnc(Cc2ccc(Cl)cc2)o1	39%	·	-0.1%	·	17%	-8%	i	8%	-7%
Cc1cc(C(=O)Nc2ccc(Nc3ccccc3)cc2)ccc1[N+](=O)[O-]	28%	-0.8	7.1%	8%	?	2%	i	1%	-3%
Clc1ccc(-c2nc(NCCN3CCOCC3)c3ccccc3n2)cc1	-1%	0.6	14%	13%	1%	-2%	i	-19%	-15%
CCOC(=O)c1sc(=S)n(-c2ccc(OC)cc2)c1N	3%	-3.5	-0.1%	7%	12%	-10%	i	16%	1%
CC(C)[C@H](NC(=O)c1ccccc1)C(=O)Nc1ccc2c(c1)OCO2	3%	0.7	4.0%	-3%	2%	11%	i	-2%	-4%
CCN(CCNC(=O)C1CCN(Cc2nc(-c3cccc(Cl)c3)oc2C)CC1)c1ccccc1	?	0.0	-0.3%	1%	6%	?	?	-121%	-23%
Cn1c(=O)c2c(nc(N3CCN(Cc4ccccc4)CC3)n2CC(=O)c2ccccc2)n(C)c1=O	?	-4.3	-0.4%	7%	-9%	4%	i	-4%	-1%
O=C(C1CCC1)N1CCN(c2ccccc2)CC1	-2%	-3.1	-0.3%[9.22 µM]	9%	-5%	4%	i	3%	8%
CCOc1ccc(-n2c(O)c(/C=N/c3ccnn3Cc3ccncc3)c3ccccc3c2=O)cc1	3%	19	0.4%	-2%	?	-6%[11.3 µM]	·	0%	1%
COc1ccc(S(=O)(=O)N2CCC(C(=O)N(CC(C)C)C3CCS(=O)(=O)C3)CC2)cc1OC (stereo not given)	-40%	-0.3	-0.2%	7%	-4%	-8%	i	-11%	0%
Cc1cc(Cl)ccc1NNC(N)=S	11%	-4.2	-1.0%	9%	-9%	-23%	i	-5%	1%
S=c1[nH]nc(-c2ccco2)n1/N=C/c1c(Cl)cccc1Cl	4%	0.3	?	-4%	0%	·	i	8%	-7%
COC(=O)c1ccc(N(C(=O)CNC(=O)c2ccco2)C(C(=O)NC2CCCC2)c2ccco2)cc1 (stereo not given)	?	0.9	-0.6%	-8%	-3%	3%	i	-2%	-5%
Cn1c(=O)c2c(SCC(=O)N3CCOCC3)nc(-c3ccccc3Cl)nc2n(C)c1=O	-3%	0.1	-0.4%	0%	-14%	2%	i	5%	-6%
CC(C)C(=O)Nc1ccc(Sc2ccc(F)cc2)cc1	22%	-2.8	2.7%	-7%	-28%	-5%	i	-3%	-1%
COc1ccccc1-n1nnnc1SCC(=O)NC1CC1	3%	0.8	-0.1%	6%	3%	-4%	i	-1%	2%
CC1(C)CC(=O)C=C(c2ccc(COC(=O)c3ccccc3)cc2)C1=O	4%	-2.1	5.2%	5%	·	46%[activator]	?	-5%	·
O=C(Cn1c(=S)[nH]c2ccccc2c1=O)N1CCN(c2ccc(F)cc2)CC1	-5%	-4.4	0.0%	1%	-12%	-20%	i	2%	-3%
COc1ccc(/C=C2\SC(=O)N(CC(=O)Nc3cccc(C)c3)C2=O)cc1O	-4%	-0.3	-0.1%	-10%	?	4%	i	-19%	?
COc1ccc(-c2noc(-c3ccccc3C(=O)NCc3ccco3)n2)cc1OC	-8%	-0.6	14%	2%	22%	5%	i	-1%	0%
COc1ccc(C(CC(=O)O)NC(=O)c2sc3ccccc3c2Cl)cc1 (stereo not given)	0%	-4.2	-0.2%	-3%	18%	-32%[11.3 µM]	i	-2%	4%
CCC(Oc1ccccc1C)C(=O)Nc1ccc(S(=O)(=O)Nc2cc(C)on2)cc1 (stereo not given)	-7%	-0.3	0.2%	-4%	-10%	20%	i	2%	-4%
COc1ccc(-c2csc3ncnc(N4CCN(c5ccccc5)CC4)c23)cc1	?	0.0	4.4%	14%	-18%	-23%	i	-16%	-3%
CC(C)c1ccc(CC(=O)N2CCC2(C)C(=O)NS(=O)(=O)c2cccc(C#N)c2)cc1 (stereo not given)	5%	-0.3	0.3%	4%	·	13%	i	-4%	·
COc1cccc(C(=O)Oc2ccc3c(C)cc(=O)oc3c2C(C)=O)c1	16%	-1.1	-0.3%	-3%	1%	-9%	?	6%	6%
CCOc1ccc(NC(=O)CCc2ccc(C)o2)cc1	-3%	-1.9	-0.1%	7%	12%	21%	i	9%	2%
COc1cccc(N2CCN(C(=O)c3[nH]c(C)c(C(C)=O)c3C)CC2)c1	2%	-1.9	-0.6%	3%	?	-14%	i	-10%	-12%
COc1ccc(C(=O)NC(=S)Nc2nc(C)cc(C)n2)cc1Br	4%	-0.4	0.3%	7%	?	32%	i	-17%	2%
CCCCC(=O)Nc1ccc2nc(SCC(=O)N3CCOCC3)sc2c1	?	·	5.5%	·	-2%	·	·	-23%	-4%
CC(C)CN(C(=O)COc1ccccc1C(=O)NCc1ccccc1)C1CCS(=O)(=O)C1 (stereo not given)	-7%	1.6	-2.6%	8%	·	·	i	-12%	·
C=CCNC(=O)Nc1cc(Cl)ccc1OC	5%	-0.8	-0.3%	8%	-14%	-6%	i	1%	0%
CN1CCc2ccccc2Cc2[nH]c3ccccc3c2CC1	3%	0.2	5.3%	-1%	1%	-2%	i	-27%	1%
O=C(NCc1cccc(C(F)(F)F)c1)c1ccc[nH]1	-9%	0.7	-0.1%	8%	2%	1%	i	-4%	5%
COc1ccc(/C=C/C(=O)Nc2ccc(-n3nncc3-c3ccc(OC)c(OC)c3)cc2)cc1OC	-9%	-1.3	3.1%	8%	?	2%	i	-12%	0%
CCOc1ccc(-c2csc(-c3c(N)c(C(=O)c4ccc5c(c4)OCO5)n4ccccc34)n2)cc1	-10%	·	2.6%	·	?	9%	i	-8%	1%
O=C(/C=C/c1ccc(OCc2cccc(Cl)c2)cc1)N1CCOCC1	-20%	-0.6	6.4%	10%	-23%	-33%	i	-26%	-1%
CCn1ncc(C2=NOC(C(=O)Nc3cccnc3)C2)c1C (stereo not given)	-4%	-2.4	-0.9%	0%	-2%	-5%	i	-7%	-13%

Entries of single compounds from above. Order of screens: TGFb SMAD3 inh, IL-2 act, Nrf2 ARE act, EPAC2 ag, Nrf2 block, ATXN2 expr inh, ATXN viability, HepG2 tox, A549 viability
COc1ccc(/C=C/C(=O)Nc2ccc(-n3nncc3-c3ccc(OC)c(OC)c3)cc2)cc1OC in the list: -9%, -1.3, 3.1%, 8%, ?, 2%, i, -12%, 0%
O=C(/C=C/c1ccc(OCc2cccc(Cl)c2)cc1)N1CCOCC1 in the list: -20%, -0.6, 6.4%, 10%, -23%, -33%, i, -26%, -1%
CCn1ncc(C2=NOC(C(=O)Nc3cccnc3)C2)c1C (stereo not given) in the list: -4%, -2.4, -0.9%, 0%, -2%, -5%, i, -7%, -13%

No enrichment for hits, and some 4.3% of all compounds hit somewhere here.
